TrxR1 substrate = is turned over as a substrate by rat TrxR1. 390,000 compounds, 0.01% hits. purified TrxR1 substrate turnover, NADPH consumption readout. O89049. AID 588456. Potency, µM (top dose mostly 114 µM), without a hit: at the highest dose activity change, negative = substrate turnover; also: % is scaled to controls: 0 for no effect and ±100 for the full control effect; nearly all actives have a fitted effect of over 50% in size
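Rat TrxR1, dispensed at 90 nM, was prereduced with 400 uM NADPH (final) for 5 min at ~22 deg C, then incubated with compound 15 min before 400 uM selenite. A first-read NADPH fluorescence drop versus no-compound background flagged substrates.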
RGS4 inhibitor = human RGS4 inhibition. Transcreener GDP fluorescence polarization, RGS4-accelerated GTP hydrolysis. 390,000 compounds, 0.039% hits. Potency, µM (highest dose often 114 µM), for inactives: top-dose activity change, negative = inhibition, actives largely listed as inhibitors; also: % is scaled to controls: 0 for no effect and ±100 for the full control effect; nearly all actives have a fitted effect of over 75% in size; some results filed as inactive show a strong effect at the top dose
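MLSMR compounds (23 nl, pin-transferred) preincubated 10 min at room temperature with a 500nM (2x) first reagent, then RGS4 at 900nM (2x) plus Transcreener GDP mix added; fluorescence polarization (620/688 nm) read before and after 90 min at 30 °C.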
Vif-A3G inh = Vif-A3G binding inhibition; HeLa A3G-eYFP + Vif (tagged APOBEC3G with the HIV-1 protein that degrades it), YFP fluorescence, overnight; AID 602310; Potency, µM (titrated, usually from 46.1 µM), for inactives: at the top dose activity, negative = active, actives largely listed as inhibitors; 410,000 compounds, 0.076% hits;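 also: % is scaled to controls: 0 for no effect and ±100 for the full control effect; nearly all actives have a fitted effect of over 60% in size; hits raise eYFP signal because A3G escapes Vif-driven loss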
Target sequence (Q9HC16 whole entry, looked up): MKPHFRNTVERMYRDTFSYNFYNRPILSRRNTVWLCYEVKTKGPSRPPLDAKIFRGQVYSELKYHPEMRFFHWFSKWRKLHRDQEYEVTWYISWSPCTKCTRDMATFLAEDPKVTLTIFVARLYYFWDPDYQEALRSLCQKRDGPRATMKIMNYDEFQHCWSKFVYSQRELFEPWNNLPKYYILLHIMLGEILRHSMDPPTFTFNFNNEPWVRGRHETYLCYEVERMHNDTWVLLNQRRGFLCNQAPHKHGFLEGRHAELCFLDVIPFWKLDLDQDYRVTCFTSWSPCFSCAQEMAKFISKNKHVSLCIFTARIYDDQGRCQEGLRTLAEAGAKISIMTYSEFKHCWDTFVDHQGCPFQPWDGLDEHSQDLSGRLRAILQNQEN
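Read-out is eYFP fluorescence (Ex 488/Em 500-530) from Vif-expressing HeLa A3G-eYFP cells; more signal means A3G escaped Vif-mediated degradation. Cells plated overnight, compound pinned in, incubated overnight at 37 deg C.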
USP1-UAF1 inh = inhibitors of human USP1/UAF1 deubiquitinase | 390,000 compounds, 0.23% hits | Potency, µM (doses to about 57.1 µM), for the others: at the top dose activity change, negative = inhibition, actives largely listed as inhibitors | recombinant USP1/UAF1, Ub-Rhodamine cleavage fluorescence | AID 743255; also: % is scaled to controls: 0 for no effect and ±100 for the full control effect; nearly all actives have a fitted effect of over 60% in size; inactives centre near -12
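In this screen, compounds sit with the deubiquitinase complex (1nM) for 15 min at room temperature before Ub-Rho is added at 150nM final. Fluorescence rise is then followed for 6 reads every 60 seconds.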
mIDH1 inhibitor = inhibitors of human mutant IDH1 R132H. 390,000 compounds, 0.093% hits. Potency, µM (series often up to 76.6 µM), inactives show at the highest dose activity change, negative = inhibition, actives largely listed as inhibitors. AID 602179. IDH1-R132H enzyme, NADPH consumption, diaphorase/resazurin fluorescence; also: % is scaled to controls: 0 for no effect and ±100 for the full control effect; nearly all actives have a fitted effect of over 65% in size
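IDH1-R132H (0.5 ug/mL dispensed) in pH 7.5 Tris buffer was preincubated 30 min with compound, then given a substrate mix of 0.016 mM NADPH and 2 mM alpha-KG for 80 min at room temperature; remaining NADPH was read by diaphorase/resazurin fluorescence.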
ALOX12 inh = inhibitors of human 12S-lipoxygenase ALOX12. P18054. purified 12hLO, xylenol orange hydroperoxide absorbance. Potency, µM (series often up to 108 µM), inactives show at the top dose activity change, negative = inhibition, most hits filed as inhibitors. 580,000 compounds, 1.1% hits. AID 1671190; also: % is scaled to controls: 0 for no effect and ±100 for the full control effect
Target sequence (P18054 whole entry, looked up): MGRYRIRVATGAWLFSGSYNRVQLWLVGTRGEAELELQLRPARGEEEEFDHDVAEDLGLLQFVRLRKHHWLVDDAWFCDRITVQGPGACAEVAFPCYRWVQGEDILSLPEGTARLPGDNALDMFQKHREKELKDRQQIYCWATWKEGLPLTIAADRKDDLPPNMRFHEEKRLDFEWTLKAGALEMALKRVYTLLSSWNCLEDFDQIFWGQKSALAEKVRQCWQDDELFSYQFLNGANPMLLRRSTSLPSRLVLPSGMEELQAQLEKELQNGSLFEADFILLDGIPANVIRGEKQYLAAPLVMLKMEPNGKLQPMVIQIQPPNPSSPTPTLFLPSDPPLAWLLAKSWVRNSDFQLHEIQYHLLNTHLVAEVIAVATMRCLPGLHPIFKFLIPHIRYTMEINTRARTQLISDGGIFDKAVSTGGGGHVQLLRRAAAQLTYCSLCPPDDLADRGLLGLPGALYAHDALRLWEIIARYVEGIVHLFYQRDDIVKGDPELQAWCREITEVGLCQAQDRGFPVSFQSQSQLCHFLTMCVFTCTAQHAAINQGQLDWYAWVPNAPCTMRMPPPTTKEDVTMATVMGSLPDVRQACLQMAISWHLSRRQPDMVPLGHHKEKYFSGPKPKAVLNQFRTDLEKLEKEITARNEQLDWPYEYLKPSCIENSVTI
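Purified human 12hLO at 150 nM in 25 mM Hepes, 0.01% Triton X-100, pH 7.0, preincubated 15 min at room temperature with compound. Reaction started with 40 uM arachidonic acid, 30 min at room temperature. Hydroperoxide measured by Fe-xylenol orange, 573/405 nm absorbance ratio.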
TrxR1 inh = rat TrxR1 inhibition; O89049; recombinant rTrxR1, NADPH fluorescence consumption, selenite substrate; Potency, µM (doses to about 114 µM), inactives show at the highest dose activity change, negative = inhibition, hits mostly inhibitors; 390,000 compounds, 1% hits; also: % is scaled to controls: 0 for no effect and ±100 for the full control effect; nearly all actives have a fitted effect of over 65% in size
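Rat TrxR1 (90 nM in the dispensed reagent) was pre-reduced with 400 uM NADPH for 5 min at room temperature, then incubated with compound for 15 min. After 400 uM selenite was added, NADPH fluorescence (Ex 340/Em 450 nm) was followed for 8 min.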
RXFP1 agonist = RXFP1 (human) receptor agonism; Q9HBX9; HEK293T-RXFP1 cAMP TR-FRET, 30 min; response scale: percent of porcine relaxin response, buffer zero; Potency, µM (titrated, usually from 57.5 µM), for inactives: top-dose activation, actives largely listed as activators; 370,000 compounds, 0.3% hits; AID 2676; also: % is scaled to controls: 0 for no effect and ±100 for the full control effect; nearly all actives have a fitted effect of over 60% in size; many of its hits are not listed in these tables
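cAMP rise read by TR-FRET after 30 min, 37C compound exposure (up to 58 uM) in RXFP1-transfected HEK293 cells with Ro 20174 present. EC50 from Hill-equation fits, with 29 nM porcine relaxin as 100% and buffer as basal.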
Vif-APOBEC3F blk = inhibitors of Vif-A3F interaction. Potency, µM (highest dose often 46.1 µM), inactives show top-dose activity, negative = active. 390,000 compounds, 0.2% hits. HeLa A3F-eYFP + Vif (tagged APOBEC3F with the HIV-1 protein that degrades it), YFP fluorescence increase; also: % of control where 0% means no effect; nearly all actives have a fitted effect of over 65% in size
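HeLa cells stably expressing Vif plus C-terminally eYFP-tagged A3F were seeded, incubated overnight at 37 deg C, dosed with compound, incubated overnight again at 37 deg C. Yellow fluorescence (Ex 488/Em 500-530) reported blocked Vif-mediated A3F-eYFP degradation.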
The depositor's hits bear a star; i = inactive; ? = inconclusive; / = not tested or not shown; [ ] = another dose, or the depositor's remark. Calls follow the shape of the dose curve; as a rule, active = well fitted curve in the direction sought with a large enough effect; inconclusive = small, poorly fitted or top-dose-only effect, or another doubt; inactive = no such curve, though single readings can be large; an effect the other way counts as inactive or inconclusive. Potency is read from the fitted curve at half-maximal effect. These rows are one share of the data, so the mix of outcomes need not match the whole.

SMILES	TrxR1 substrate	RGS4 inhibitor	Vif-A3G inh	USP1-UAF1 inh	mIDH1 inhibitor	ALOX12 inh	TrxR1 inh	RXFP1 agonist	Vif-APOBEC3F blk
Nc1nc(N)nc(-c2cccc(Cl)c2Cl)n1	11%[57.1 µM]	6%	0%	-13%	-14%	-1%	32%[57.1 µM]	1.0%	-1%
COc1ccc(-n2nnnc2SCC(=O)NNC(=O)c2ccc([N+](=O)[O-])cc2)cc1	-9%	2%	0%	0%	9%	13%	-6%	0.9%	9%
CC(C)(O)CN(C(=O)C(c1ccccc1)c1ccccc1)C1CCCCC1	3%[57.1 µM]	-8%	0%	-6%	-7%	2%	5%[57.1 µM]	/	-4%
CCOc1ccc(NC(=O)Cn2cc(C(C)=O)c3ccccc32)cc1	-4%	-18%[56.9 µM]	0%	-14%	1%	1%	3%	?	-1%
CN(C)C1=C(Cl)C(=O)N(c2ccc(Cl)c(Cl)c2)C1=O	7%	-52%	2%	-24%	16%	-21%	15%	-0.5%	0%
COC(=O)[C@@]12CCCN1[C@H](c1ccc(-c3ccc(F)cc3)c(OC)c1)[C@H]1C(=O)N(C)C(=O)[C@H]12	-3%	20%	2%	-13%	10%	?	0%	-0.4%	6%
O=C(NCC1CCCO1)c1cc2c([nH]c3ccccc32)c(-c2cccc(Cl)c2)n1 (configuration not stated)	69%[activator]	10%	1%	?	1%	/	71%[activator]	0.5%	2%
COc1ccc(NS(=O)(=O)c2ccc3nc(-c4ccccc4)[nH]c3c2)cc1	-5%	11%	1%	-18%	11%	?	1%	5.9%	0%
CCOC(=O)C1CCN(S(=O)(=O)c2ccc(OC)c(Cl)c2Cl)CC1	6%[57.1 µM]	2%	-5%	-19%	1%	-7%	1%	-0.1%	6%
COc1cn(CC(=O)Nc2ccc(C)cc2C)c(CN2CCCCC2)cc1=O	-3%[57.1 µM]	32%	1%	-24%	11%	-8%	5%[57.1 µM]	-0.6%	1%
CN1CCN(C(=O)c2ccc3c(Cl)c4c(nc3c2)CCCC4)CC1	2%	-7%	0%	-13%	-2%	-5%	?	2.9%	0%
CCc1ccc(S(=O)(=O)Nc2cc(SCC(=O)O)c(O)c3ccccc23)cc1	-12%	-133%[56.9 µM]	?	?	11%	?	-12%	1.7%	?
Cc1nc(C)c(C(=O)C2=C(O)C(=O)N(CCCn3ccnc3)C2c2ccccc2)s1 (configuration not stated)	-11%	20%	2%	-16%	1%	0%	-10%	0.2%	4%
COc1ccc(S(=O)(=O)Nc2nnc(CC(C)(C)C)s2)cc1	5%[57.1 µM]	-23%	0%	-18%	2%	-27%	21%[57.1 µM]	-1.0%	-10%
Cn1c(=O)n(Cc2ccccc2)c(=O)c2c1nc1n2CCCN1CCc1ccccc1	-4%	-23%	4%	-3%	3%	6%	11%	3.1%	-6%
Nc1nonc1-n1nnc(C(=O)N/N=C/c2ccccc2O)c1CN1CCCC1	1%	-17%	6%	-25%	5%	-12%	10%	/	-5%
CCOC(=O)C1=C(CC)Nc2ccccc2N/C1=N\S(=O)(=O)c1cccc(C(C)=O)c1	15%	9%	-4%	-17%	-7%	22%	8%	/	12%
CCS(=O)(=O)Nc1cccc(-c2nc3cccnc3s2)c1C	6%[57.1 µM]	-4%	-2%	-25%	-4%	31%[activator]	17%[57.1 µM]	6.1%	-1%
c1ccc2c(c1)COc1c3cc4c(cc3nn1-2)OCO4	/	/	-2%	-20%	7%	3%	/	/	-1%
O=C1CCCC2=C1C(c1cccs1)n1nc(SCc3ccccc3)nc1N2 (configuration not stated)	15%	-12%	-8%	-2%	11%	-24%	11%	-0.3%	-3%
COc1ccccc1C(=O)Nc1nc2nc(C)c(Cc3ccccc3)c(=O)n2[nH]1	-6%	-5%	-2%	7%	11%	-20%	0%	-2.8%	-6%
Cc1ccc(S(=O)(=O)N2CCOCC2)cc1NC(=O)COC(=O)Cc1cccs1	-7%	-9%	1%	0%	1%	6%	-7%	0.3%	0%
COc1ccc(N2CCN(c3ncnc4c3cnn4-c3ccc(C)c(Cl)c3)CC2)cc1	6%[57.1 µM]	20%	0%	-3%	-12%	?	30%[57.1 µM]	-1.4%	-9%
Nc1n[nH]c2c1C1(CCCC1)Cc1ccccc1-2	0%	-5%	3%	-11%	0%	-5%	0%	-0.2%	7%
Cc1ccc(C(NC(=O)c2cccc(S(=O)(=O)N3CCN(C)CC3)c2)c2ccccc2)cc1 (configuration not stated)	5%	-3%	-5%	-21%	10%	?	19%	2.9%	-4%
Cc1noc(C)c1C(=O)N1CCN(Cc2ccccc2)CC1	7%[57.1 µM]	34%	0%	-13%	1%	0%	6%[57.1 µM]	3.6%	6%
c1ccc(COc2ccc(OCCN3CCCCC3)cc2)cc1	-8%	26%	0%	-3%	3%	-25%	-10%	1.0%	6%
Cc1c(C(=O)Nc2ccc(F)cc2)oc2ccc(S(=O)(=O)N3CCC4(CC3)OCCO4)cc12	5%	-29%	1%	-15%	3%	25%	16%	0.1%	-4%
CCn1cc(CN2CCCC(CNC(=O)COc3ccccc3OC)C2)c(C)n1 (configuration not stated)	6%[57.1 µM]	4%[56.9 µM]	5%	-12%	-2%	5%	13%[57.1 µM]	-2.9%	-1%
Cc1nn(C)cc1CNC(=O)c1cnn2c1NC(c1ccc(Br)cc1)CC2C(F)(F)F (configuration not stated)	10%	-1%	1%	?	6%	-8%	20%	1.8%	3%
Cc1ccc(-c2cc(C(=O)NCc3ccccc3Cl)c3ccccc3n2)cc1C	1%[57.1 µM]	24%	-2%	6%	11%	-24%	14%[57.1 µM]	9.5%	-22%
CC1Cc2ccccc2N1C(=O)C1CCN(S(=O)(=O)c2cccs2)CC1 (configuration not stated)	-6%	-10%	-1%	-2%	0%	-26%	14%	3.0%	-7%
Cc1cccc(-c2oc3ccc(-c4ccc5c(c4)OCO5)cc3c2C(=O)OCc2ccc(O)cc2)c1	47%[activator]	-28%	2%	23%	1%	?	42%[activator]	6.7%	0%
Cc1cc(C(=O)NCCCc2ccccc2)no1	2%	-11%	-1%	-12%	8%	6%	0%	1.0%	-1%
COc1ccc(NC2=CC(=O)CC(c3ccc(C)cc3)C2)c(OC)c1 (configuration not stated)	6%	-38%	-2%	-15%	-2%	0%	17%	/	/
O=C(COC(=O)/C=C/c1ccc(Cl)cc1)Nc1cccc(S(=O)(=O)NC2=NCCCCC2)c1	4%	-1%	-8%	-17%	4%	-17%	16%	/	0%
O=C(Nc1cccnc1Cl)c1ccc(Cl)cc1	-6%	4%	-4%	-1%	-14%	0%	-2%	0.7%	11%
Cc1cccc2sc(NC(=O)C3CCCO3)nc12 (configuration not stated)	5%	16%	0%	-5%	5%	13%	16%	1.1%	-1%
COc1ccc(CNC(c2ccccc2)c2ccc(Cl)cc2)cc1 (configuration not stated)	-4%	-13%	-3%	-15%	7%	-8%	9%	-1.2%	0%
O=C(Nc1c(C(=O)Nc2ccccc2)cnn1-c1ccccc1)c1ccco1	10%	-2%	-2%	-12%	2%	5%	21%	-1.6%	-2%

In the list so far, these contain fluorine.
SMILES	TrxR1 substrate	RGS4 inhibitor	Vif-A3G inh	USP1-UAF1 inh	mIDH1 inhibitor	ALOX12 inh	TrxR1 inh	RXFP1 agonist	Vif-APOBEC3F blk
COC(=O)[C@@]12CCCN1[C@H](c1ccc(-c3ccc(F)cc3)c(OC)c1)[C@H]1C(=O)N(C)C(=O)[C@H]12	-3%	20%	2%	-13%	10%	?	0%	-0.4%	6%
Cc1c(C(=O)Nc2ccc(F)cc2)oc2ccc(S(=O)(=O)N3CCC4(CC3)OCCO4)cc12	5%	-29%	1%	-15%	3%	25%	16%	0.1%	-4%
Cc1nn(C)cc1CNC(=O)c1cnn2c1NC(c1ccc(Br)cc1)CC2C(F)(F)F (configuration not stated)	10%	-1%	1%	?	6%	-8%	20%	1.8%	3%

Continuation:
SMILES	TrxR1 substrate	RGS4 inhibitor	Vif-A3G inh	USP1-UAF1 inh	mIDH1 inhibitor	ALOX12 inh	TrxR1 inh	RXFP1 agonist	Vif-APOBEC3F blk
Cc1ccnc(NC(=O)Cc2ccc([N+](=O)[O-])cc2)c1	-15%[57.1 µM]	-14%	1%	-19%	7%	-12%	7%[57.1 µM]	0.1%	8%
CCCS(=O)(=O)Nc1cccc(-c2cn3c(n2)SCC3)c1	-7%	-19%	1%	-8%	-13%	-1%	10%	-3.4%	11%
CCN1CCc2[nH]c3ccccc3c2C1	6%	-35%	2%	-13%	0%	?	12%	-1.7%	0%
Cc1cc(NS(=O)(=O)c2ccc(NC(=O)NC(C)(C(F)(F)F)C(F)(F)F)cc2)no1	-4%	24%	3%	-21%	-2%	5%	-2%	0.2%	-25%
Cc1ccc2cc(CCNC(=O)c3cccs3)c(=O)[nH]c2c1	0%	13%	1%	-21%	-3%	-8%	3%	0.0%	1%
CCC(Sc1nc2ncccc2o1)C(=O)Nc1ccc(OC)c(OC)c1 (configuration not stated)	1%[57.1 µM]	3%	1%	-19%	-4%	-1%	8%[57.1 µM]	0.9%	2%
O=S(=O)(Cc1nnnn1-c1ccccc1)c1ccccc1	6%	-25%	0%	-7%	1%	i	8%	1.9%	-17%
O=C(CC1(O)C(=O)N(CCc2ccccc2)c2ccccc21)c1ccccn1 (configuration not stated)	-17%[57.1 µM]	-10%	1%	-25%	5%	-2%	15%[57.1 µM]	-0.3%	-19%

Screening results as filed in PubChem BioAssay.
